LRH-1 inv ag = inverse agonists of human LRH-1 (NR5A2); inhibition, % at 3.6 µM; HEK293T StAR-luciferase reporter, LRH-1 transfected, 24 h; actives 0.13% (n = 360,000); O00482;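 active = inhibition above the mean inhibition of all tested compounds plus 3 SD, cut at about 73% in these data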;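 note: 0% = DMSO wells and 100% = reporter-only cells lacking LRH-1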
Target sequence (O00482 whole entry, looked up): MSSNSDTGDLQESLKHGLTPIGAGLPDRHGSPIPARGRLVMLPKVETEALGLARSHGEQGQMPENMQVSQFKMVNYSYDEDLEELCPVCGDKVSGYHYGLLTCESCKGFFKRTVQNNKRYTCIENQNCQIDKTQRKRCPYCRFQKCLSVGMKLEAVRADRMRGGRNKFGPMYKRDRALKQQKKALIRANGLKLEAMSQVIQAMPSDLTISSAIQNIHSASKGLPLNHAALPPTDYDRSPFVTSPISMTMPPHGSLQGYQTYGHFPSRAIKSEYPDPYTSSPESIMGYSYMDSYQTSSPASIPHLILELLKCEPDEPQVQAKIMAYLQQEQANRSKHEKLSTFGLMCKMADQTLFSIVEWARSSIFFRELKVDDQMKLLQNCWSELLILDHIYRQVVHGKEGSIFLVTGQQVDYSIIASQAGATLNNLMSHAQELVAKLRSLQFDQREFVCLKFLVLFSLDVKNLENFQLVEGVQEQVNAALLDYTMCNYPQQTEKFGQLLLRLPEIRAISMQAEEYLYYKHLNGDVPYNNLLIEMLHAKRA
NCOA2 inhibitor = inhibits human steroid receptor coactivator 2; Q15596; HEK293 GAL4-SRC2 luciferase reporter, luminescence; inhibition, % at 9 µM; actives 0.17% (n = 370,000);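 active = inhibition above the mean inhibition of all tested compounds plus 3 SD, set per campaign, cut at about 52% in these data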;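 note: 0% = DMSO treated cells and 100% = cells given Gossypol at 36 µM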
TROY signal inh = TROY signaling inhibition; AID 1347056; actives 0.98% (n = 360,000); Q293 LMP1-TROYcd NF-kB luciferase reporter, 4 h; inhibition, % at 10 µM;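 active = compounds whose plate-normalised and pattern-corrected inhibition of the luciferase reporter signal at the single screening dose is 50% or more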
NCOA1 inh = inhibitors of human steroid receptor coactivator 1 (SRC1); HEK293 GAL4-SRC1 luciferase reporter, luminescence; inhibition, % at 3.6 µM; actives 0.12% (n = 360,000); AID 588354;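 active = inhibition above the campaign mean plus 3 SD, with each screening campaign given its own cutoff, cut at about 60% in these data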;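 note: 0% = DMSO treated cells and 100% = gossypol at 36 µM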
NR2F2 inh = NR2F2 (human) inhibition, primary screen; P24468; HEK293T NGFI-A luciferase reporter, luminescence; inhibition, % at 8.6 µM; actives 0.7% (n = 370,000); AID 686940;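 active = inhibition above a per-plate cutoff, mean inhibition of test wells between control levels plus 3 SD, cut at about 38% in these data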;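 note: cells cotransfected with COUP-TFII expression vector driving the NGFI-A reporter; 0% = median of COUP-TF2 test wells and 100% = reporter-only cells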
TLR9-MyD88 block = blocks human TLR9 binding to MyD88 | Q9NR96+Q99836 | CHO BLA complementation TLR9-MyD88, CCF4 FRET ratio | inhibition, % at 4.98 µM | actives 0.21% (n = 340,000) | AID 504734;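 active = inhibition above the mean over all tested compounds plus 3 SD, cut at about 21% in these data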;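 note: 0% = DMSO only wells and 100% = clavulanate BLA inhibitor control wells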
Vif imaging = inhibitors of HIV Vif; AID 602346; actives 0.35% (n = 340,000); HEK293T cells, Vif self-association by quenched fluorescence, imaging, 24 h; inhibition, % at 7.49 µM; in the data active = inhibition above about 50%, passing the limit was not always enough; note: some results filed as inactive read as strong as hits
NOD2-RIPK2 inh = blocks binding of human NOD2 to RIPK2; O43353; CHO BLA complementation NOD2-RIPK2, CCF4 ratio; inhibition, % at 4.98 µM; actives 0.38% (n = 360,000); in the data active = inhibition above about 21%;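 note: 0% = vehicle only and 100% = reference blocker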
Target sequence (O43353 whole entry, looked up): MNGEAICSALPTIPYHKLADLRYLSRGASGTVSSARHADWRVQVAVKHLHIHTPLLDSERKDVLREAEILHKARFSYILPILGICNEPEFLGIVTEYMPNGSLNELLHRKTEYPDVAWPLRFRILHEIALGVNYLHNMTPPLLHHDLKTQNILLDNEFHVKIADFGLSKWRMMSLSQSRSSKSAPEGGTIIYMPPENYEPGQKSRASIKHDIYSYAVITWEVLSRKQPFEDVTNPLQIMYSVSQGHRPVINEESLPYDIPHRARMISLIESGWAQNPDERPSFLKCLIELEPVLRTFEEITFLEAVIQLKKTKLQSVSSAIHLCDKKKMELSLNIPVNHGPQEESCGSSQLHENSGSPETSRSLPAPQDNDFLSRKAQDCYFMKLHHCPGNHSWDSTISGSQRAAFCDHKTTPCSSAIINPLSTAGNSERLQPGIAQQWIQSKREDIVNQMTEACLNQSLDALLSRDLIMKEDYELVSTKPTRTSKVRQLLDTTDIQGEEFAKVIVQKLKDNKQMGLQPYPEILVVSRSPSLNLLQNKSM
NCOA3 inh = human NCOA3 inhibition; inhibition, % at 3.6 µM; Q9Y6Q9; actives 0.17% (n = 360,000); HEK293 GAL4-SRC3 luciferase reporter, luminescence;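 active = inhibition above a per-campaign cutoff, the mean of all compounds plus 3 SD, cut at about 60% in these data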;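 note: 0% = DMSO-treated cells and 100% = gossypol-treated cells at 36 µM; higher means less SRC3-driven luciferase light from the GAL4 reporter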
EBV LMP1 NFkB = Epstein-Barr LMP1 NF-kappaB reporter inhibition. actives 0.69% (n = 350,000). inhibition, % at 12.5 µM. AID 504558. LMP1-induced NF-kappaB luciferase reporter cells, luminescence; in the data active = inhibition above about 41%;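 note: 0% = neutral control wells and 100% = reference inhibitor control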
C8 TRAIL sens = sensitizes caspase-8 expressing cells to TRAIL; actives 1% (n = 360,000); NB7+C8 cells + TRAIL, ATPlite viability luminescence; inhibition (viability loss, TRAIL sensitization), % at 10 µM;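 active = compounds causing at least 50% loss of cell viability in the single-dose screen, relative to plate controls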
* hit, by the source's call; · = no result given. Not all compounds are listed; count on the stated rates, not on these rows.

SMILES	LRH-1 inv ag	NCOA2 inhibitor	TROY signal inh	NCOA1 inh	NR2F2 inh	TLR9-MyD88 block	Vif imaging	NOD2-RIPK2 inh	NCOA3 inh	EBV LMP1 NFkB	C8 TRAIL sens
CC(=O)N(Cc1cccnc1)c1cccc(-c2nc3ccccc3s2)c1	-9	15	-26	-18	6	-3	-3	-2	-20	2	-33
CC(C)(C)C1=Nn2c(nnc2-c2ccco2)SC1	-5	-13	6	5	1	-3	2	-12	10	1	-12
O=C(N=C1SCC(=O)N1c1ccccc1Cl)c1ccccc1	-75	-38	-30	-78	-35	4	-2	-10	-35	-38	2
CCOC(=O)c1sc2cc([N+](=O)[O-])cc(SCC(C)C)c2c1N	9	9	2	8	2	-4	2	-6	3	2	4
O=C(Nc1cccc(C(F)(F)F)c1)c1cccnn1	7	-5	-6	9	-31	4	-12	-3	8	2	3
CCOC(=O)c1c(NC(=O)c2cccs2)sc(CC)c1-c1cccs1	-5	25	19	1	21	8	0	3	-2	8	-15
CCC(C)(C)NC(=O)C(OC(=O)c1cc2sccc2n1C)c1ccc(OC)cc1 (centres undefined)	2	-21	-4	-1	-4	-2	3	-3	3	-2	-2
N#CC1=C(O)CCCn2c1nc1ccccc1c2=O	-13	0	8	-2	7	1	-1	-12	-1	1	19
CCCCCCn1c(N2CCC(C(N)=O)CC2)nc2c1c(=O)[nH]c(=O)n2C	2	-30	-10	-2	15	-9	-4	1	9	-3	7
Cc1ccc(OCC2Cn3c(nc4c3c(=O)[nH]c(=O)n4C)O2)cc1C (centres undefined)	-8	-14	12	-4	5	1	45	-5	10	5	26
O=C(O)CNC(=S)N(Cc1ccccc1)Cc1cccs1	3	-14	0	-20	14	1	-9	4	0	-1	1
COc1ccc(S(=O)(=O)Nc2cccc3c2O[C@H](CN(C)C(=O)Nc2ccc4c(c2)OCO4)[C@@H](C)CN([C@H](C)CO)C3=O)cc1	-5	9	-12	9	16	-10	·	-2	4	6	4
COc1ccc(Cl)cc1S(=O)(=O)N(C)CC(=O)N1CCOCC1	10	6	-10	-14	5	5	0	-3	4	-4	28
COC(=O)Cc1c(C)c2ccc(OCC(=O)NC3CCS(=O)(=O)C3)cc2oc1=O (centres undefined)	15	-9	5	1	10	7	20	-8	-1	-4	3
NC(=O)N1CCN(C(=O)c2ccco2)CC1	14	-2	28	4	-11	9	-4	6	24	7	3
COc1cc(C(=O)N(Cc2cc3cc(C)ccc3[nH]c2=O)CC2CCCO2)cc(OC)c1OC (centres undefined)	-16	-14	-1	-2	-2	4	-3	-3	-5	-2	0
Cc1ccccc1NP1(=O)OCCCN1Cc1ccccc1Cl (centres undefined)	-6	-5	-3	-6	-2	4	10	-1	-14	-2	-9
O=C(NN=C1CCCCCC1)c1c[nH]c2ccccc12	-67	-30	-60	-16	-23	3	-4	-3	4	-7	3
Cc1cc(C)n2c(=O)[nH]nc2c1	-10	-16	10	-17	-2	9	1	2	-6	-5	-9
O=c1c2ccccc2n2nnnc2n1-c1ccccc1	8	-20	2	1	10	1	·	5	12	-1	10
CCNc1nc(Oc2ccc(=O)n(-c3ccccc3)n2)nc(N(C)C)n1	-7	4	-10	-3	12	-3	3	3	-1	3	3
O=C(NCCO)C(=O)NCC1CCCN1S(=O)(=O)c1cccs1 (centres undefined)	-10	-12	-13	-11	13	8	4	4	23	11	-18
Cc1ccc(-c2cc(Cc3cccs3)c(=O)[nH]n2)cc1	10	11	4	-12	4	-4	-5	-8	18	5	0
C=CCN(CC=C)C(=O)Nc1cc(Cl)ccc1OC	9	5	10	-4	3	1	-1	6	13	3	-7
COCCn1nnnc1C(c1cccs1)N1CCN2CCCC2C1 (centres undefined)	-4	13	7	-18	22	-2	8	0	10	-44	-5

Random excerpt: four entries already listed, in no set order.
SMILES	LRH-1 inv ag	NCOA2 inhibitor	TROY signal inh	NCOA1 inh	NR2F2 inh	TLR9-MyD88 block	Vif imaging	NOD2-RIPK2 inh	NCOA3 inh	EBV LMP1 NFkB	C8 TRAIL sens
NC(=O)N1CCN(C(=O)c2ccco2)CC1	14	-2	28	4	-11	9	-4	6	24	7	3
O=C(O)CNC(=S)N(Cc1ccccc1)Cc1cccs1	3	-14	0	-20	14	1	-9	4	0	-1	1
Cc1ccc(-c2cc(Cc3cccs3)c(=O)[nH]n2)cc1	10	11	4	-12	4	-4	-5	-8	18	5	0
COC(=O)Cc1c(C)c2ccc(OCC(=O)NC3CCS(=O)(=O)C3)cc2oc1=O (centres undefined)	15	-9	5	1	10	7	20	-8	-1	-4	3

Other records
SMILES	LRH-1 inv ag	NCOA2 inhibitor	TROY signal inh	NCOA1 inh	NR2F2 inh	TLR9-MyD88 block	Vif imaging	NOD2-RIPK2 inh	NCOA3 inh	EBV LMP1 NFkB	C8 TRAIL sens
Cc1ccc(-c2nnn(CC(=O)N(Cc3cccs3)C(C(=O)NCC3CCCO3)c3ccco3)n2)o1 (centres undefined)	16	17	16	-1	3	-8	-1	-5	12	1	-2
CCn1c(SCC(=O)c2ccccc2)nnc1-c1cccs1	-26	-34	-28	-70	-37	12	-15	-3	-38	-27	-17
N#Cc1nc(COc2cccc(Cl)c2)oc1NCc1ccco1	-75	-38	-69	-54	-39	-4	11	-5	-64	-28	-10
CCCC(C(=O)NC1CCCCC1)N(Cc1ccco1)C(=O)CNS(=O)(=O)c1ccccc1 (centres undefined)	16	-11	19	0	17	-6	-9	-2	-11	-9	14
Cc1csc(CNC(=O)C2CCC(=O)N(CCc3cccc(F)c3)C2)n1 (centres undefined)	-6	-4	-4	-12	8	5	1	0	18	2	-6
CC(CCc1ccccc1)NC(=O)CNC(=O)COc1ccccc1 (centres undefined)	23	-10	-23	10	0	7	-3	-7	19	-5	-20
Cc1cccc(NC(=O)C(=O)NCC2CCCN2S(=O)(=O)c2cccs2)c1 (centres undefined)	-5	-15	-26	-21	18	-2	·	2	-4	2	-6
CCOC(=O)CSc1nnc(Cc2ccccc2)n1Cc1ccco1	6	8	-1	2	-2	6	10	-5	7	-22	-3
COc1ccc(C(=O)NCC(=O)N/N=C/c2ccc([N+](=O)[O-])s2)cc1OC	26	-17	21	-21	5	0	-2	-11	10	6	4
Cc1cc(C)cc(C(=O)Nc2nnc(SCC(=O)NCC3CCCO3)s2)c1 (centres undefined)	22	16	0	4	14	-5	·	-1	8	-5	16
CCc1nc2ccc(C(=O)Nc3nnc(C)s3)cc2nc1CC	0	3	-8	6	14	-3	0	-14	14	-5	0
COC(=O)c1cnn(-c2nc3c(C)cccc3s2)c1C	7	-42	-2	3	16	0	6	1	18	-4	0
CC(C)C[C@H]1CN=C(Nc2ccccc2)N1CC1CCC(C(C)(C)C)CC1 (some centres undefined)	-10	·	41	13	·	-2	0	1	-23	6	26
CC(NCCc1ccc(O)cc1)C(O)c1ccc(O)cc1 (centres undefined)	-29	-34	11	-10	-40	6	12	-6	-15	-1	-5
CNC(=S)NNC(=O)c1cccs1	11	-12	21	-32	18	-8	-11	-7	-2	-1	24
CC(=O)Nc1ccc(S(=O)(=O)NNC(=O)COc2ccc(C(C)(C)C)cc2)cc1	1	10	-2	-8	4	-1	3	-21	4	-2	3
COc1cc(/C=N/Nc2nc(=O)[nH]nc2C)cc([N+](=O)[O-])c1O	4	-21	-35	-28	2	7	-18	10	-16	-5	4
Cc1oc(-c2ccc(F)cc2)nc1CN1CCCC(C(=O)N2CCOCC2)C1 (centres undefined)	9	-9	-1	4	-4	7	21	4	-17	4	1
N#Cc1cccc(C#N)c1NCC1CCCO1 (centres undefined)	-28	-7	-8	5	-17	2	-5	-8	-18	-5	-3
CC(NC(=O)CCCn1cc([N+](=O)[O-])cn1)c1ccccc1 (centres undefined)	-1	17	-28	-8	-6	-1	-3	4	-8	8	-45
Cc1cc(C)nc(N/N=C/c2ccccc2)n1	-40	·	-23	-47	·	-3	8	11	-24	-13	13
O=C(N/C=N/OCc1cccc(C(F)(F)F)c1)N1OC[C@@H]2COc3ccc4ccccc4c3[C@@H]21	9	21	0	21	-3	5	2	0	10	3	9
COc1ccc(N2CCN(C(CNC(=O)c3ccco3)c3ccco3)CC2)cc1 (centres undefined)	8	-2	-24	-27	4	1	-5	-6	0	-11	8
COc1cc(C(=O)c2ccccc2Cl)c([N+](=O)[O-])cc1OC	-28	-7	-17	-5	9	-8	-5	0	10	2	1
COCCNC(=S)N1CCN(c2cccc(C)c2C)CC1	-14	-4	10	-73	-1	4	3	-2	-26	5	1
(cont.)
SMILES	LRH-1 inv ag	NCOA2 inhibitor	TROY signal inh	NCOA1 inh	NR2F2 inh	TLR9-MyD88 block	Vif imaging	NOD2-RIPK2 inh	NCOA3 inh	EBV LMP1 NFkB	C8 TRAIL sens
Cc1ccccc1OCC(O)Cn1c2ccccc2c2ccccc21 (centres undefined)	-14	-14	3	2	11	1	-4	-7	10	-6	8
CN(C(=O)CN1C(=O)NC(C)(c2cccc(Br)c2)C1=O)C1CCCCC1 (centres undefined)	5	29	3	-2	-7	5	12	12	9	-2	0
c1ccc(CN2CCN(CCCNc3ccc4nnc(-c5ccccc5)n4n3)CC2)cc1	14	·	-1	5	·	7	·	-5	-2	20	12
O=C(Nc1cccc(F)c1)Nc1ccnn1C1CCN(C(=O)c2ccccn2)CC1	-11	3	-37	-54	-27	6	·	-4	-1	-13	-15
Oc1ccc(CNc2ccccc2)c2cccnc12	24	·	8	-6	·	-5	-7	6	-2	-15	26
CC1(C(=O)NCc2ccc(Cl)cc2)CCN1C(=O)Cc1cccc2ccccc12 (centres undefined)	10	8	14	-16	8	·	5	-3	-19	·	0
Cc1cc(C(C)(C)C)oc1C(=O)N1CCN(C(=O)c2oc(C(C)(C)C)cc2C)CC1	3	-5	-37	0	-10	-2	3	-2	5	-1	-6
COc1ccc2c(c1)CCC/C2=N\NC(=O)c1ccoc1C	-120	-30	-56	-244	-52	0	25	-9	-79	-8	-8
Oc1ccccc1-c1cc(-c2ccco2)[nH]n1	-61	-51	-33	-70	-35	-6	0	-6	-69	-18	-3
COc1ccccc1OCC(=O)Nc1ccc(S(=O)(=O)Nc2cc(C)on2)cc1	6	-4	-1	0	8	4	6	-3	-7	-2	1
OCCC1CN(Cc2nc3c(s2)CCCC3)CCN1Cc1ccccc1 (centres undefined)	9	10	-5	10	6	-12	-2	7	11	-4	4
OC(COc1ccc(-c2ccccc2)cc1)CN1CCCCC1 (centres undefined)	-9	-47	-18	-7	7	3	9	16	-4	-15	-9
CC(C)N(C(=O)N1CCC(c2nc(-c3ccncc3)no2)CC1)C(C)C	1	4	15	4	19	-8	-19	-8	15	1	3
COc1ccc(/C=N/NC(=S)Nc2ccccc2[N+](=O)[O-])cc1O	40	10	86*	31	31	4	3	7	56	-10	18
Cc1cccc(CN(C)C[C@H]2OCc3cnnn3CCCC(=O)N([C@@H](C)CO)C[C@@H]2C)c1	0	2	-2	9	-7	6	0	-5	15	1	-8
O=C(CN1CCc2ccccc2C1)Nc1cccc(S(=O)(=O)N2CCOCC2)c1	12	-16	-3	-9	-1	-10	0	-2	-17	2	-19
Nc1ccc(C(=O)C(=O)c2ccccc2)cc1	4	8	-12	-13	9	-14	1	-9	-8	-3	-3
Nc1ncnc2c1ncn2[C@@H]1O[C@H](C(=O)NCCCN2CCCC2=O)[C@@H](O)[C@H]1O	27	-17	14	-2	0	·	-5	-3	-13	·	1
